TLR9-MyD88 inh = TLR9-MyD88 interaction inhibition | inhibition, % at 4.98 µM | 340,000 tested, 0.21% active | CHO BLA complementation TLR9-MyD88, CCF4 FRET ratio;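 active means inhibition above the mean over all tested compounds plus 3 SD, cut at about 21% in these data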;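 further: 0% = DMSO only wells and 100% = clavulanate BLA inhibitor control wells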
HTR2A ag = mouse HTR2A agonism via beta-arrestin recruitment; CHO-K1 mHTR2A beta-arrestin complementation, luminescence; percent of 30 µM serotonin response; P35363; activation, % at 7.6 µM; 360,000 tested, 0.66% active;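 active means activation above a run cutoff, the mean activation of all tested compounds plus 3 SD, cut at about 14% in these data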;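 further: 0% = plate median of compound wells and 100% = 30 µM serotonin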
MC4R barr agon = activates human MC4R beta-arrestin recruitment. P32245. U2OS MC4R beta-arrestin complementation, luminescence; percent of melanotan II response, DMSO zero. activation, % at 8.9 µM. 360,000 tested, 0.98% active. AID 540308;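 active means activation above a per-plate cutoff, the mean activation of sample wells on that plate plus 3 SD, cut at about 8% in these data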
SRC2 inh = human SRC2 (NCOA2) inhibition | Q15596 | HEK293 GAL4-SRC2 luciferase reporter, luminescence | inhibition, % at 9 µM | 370,000 tested, 0.17% active | AID 651957;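 active means inhibition above the mean inhibition of all tested compounds plus 3 SD, set per campaign, cut at about 52% in these data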;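 further: 0% = DMSO treated cells and 100% = cells given Gossypol at 36 µM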
MC4R antag cAMP = human MC4R antagonism in cAMP assay. AID 540295. inhibition, % at 6.5 µM. 360,000 tested, 0.48% active. P32245. MC4R-expressing cells, MTII-stimulated cAMP, LANCE TR-FRET;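 active means inhibition above its plate's cutoff, the mean of tested wells on that plate plus 3 SD, cut at about 29% in these data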;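 further: 0% = Melanotan II alone and 100% = Melanotan II plus saturating MCL0020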
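Material – human MC4R-expressing U2OS cells · Repeats – no replicates · Detection – TR-FRET with Eu-cAMP and labeled anti-cAMP, 671 nm · Times – compound 30 min, challenge 1 h, detection 1 h · Compound – single nominal compound dose of 6.5 µM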
ABHD5 PLIN5 PPI = inhibitors of human ABHD5-perilipin-5 interaction. Split G. princeps luciferase complementation, luminescence, 4 h. inhibition, % at 4 µM. 360,000 tested, 0.78% active. AID 602281;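 active means inhibition above the mean inhibition across every tested compound plus 3 SD, cut at about 22% in these data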;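 further: 0% = DMSO only wells and the 100% control is not disclosed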
Target sequence (Q00G26 whole entry, looked up): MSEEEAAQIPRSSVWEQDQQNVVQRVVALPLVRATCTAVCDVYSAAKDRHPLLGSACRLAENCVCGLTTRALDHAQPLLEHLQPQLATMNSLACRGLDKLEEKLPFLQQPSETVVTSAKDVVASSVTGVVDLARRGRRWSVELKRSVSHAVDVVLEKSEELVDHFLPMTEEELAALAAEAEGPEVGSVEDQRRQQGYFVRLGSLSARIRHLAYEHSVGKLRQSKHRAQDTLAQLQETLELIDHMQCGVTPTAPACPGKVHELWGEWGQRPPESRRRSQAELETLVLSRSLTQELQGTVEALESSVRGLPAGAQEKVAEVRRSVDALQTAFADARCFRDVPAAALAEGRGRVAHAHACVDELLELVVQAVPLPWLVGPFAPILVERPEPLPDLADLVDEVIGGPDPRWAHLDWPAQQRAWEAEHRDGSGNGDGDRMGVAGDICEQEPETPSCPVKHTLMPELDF
Target sequence (Q8WTS1 whole entry, looked up): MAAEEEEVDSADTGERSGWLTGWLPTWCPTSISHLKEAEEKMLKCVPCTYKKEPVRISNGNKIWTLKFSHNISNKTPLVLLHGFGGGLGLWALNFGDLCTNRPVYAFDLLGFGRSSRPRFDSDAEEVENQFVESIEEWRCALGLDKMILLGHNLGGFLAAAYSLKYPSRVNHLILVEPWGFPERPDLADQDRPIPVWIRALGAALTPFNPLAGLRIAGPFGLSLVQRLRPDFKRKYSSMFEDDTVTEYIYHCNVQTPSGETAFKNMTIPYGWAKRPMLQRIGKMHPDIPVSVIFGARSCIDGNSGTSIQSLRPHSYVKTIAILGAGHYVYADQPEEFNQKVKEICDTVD
H9c2 protect = protects H9c2 cardiomyocytes from peroxide injury | H2O2 injury protection, ATPLite, 2 h | protection from H2O2 cell death, % at 20 µM | 360,000 tested, 0.63% active;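 active means compounds giving at least 50% protection of heart cells from peroxide-induced death in the single-dose screen, raw or plate-pattern-corrected value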;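 further: 0% = DMSO wells with peroxide and 100% = DMSO wells without peroxide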
ABCB6 inh MLPCN = blocks the human ABCB6 transporter | fluorescence ratio to DMSO, % at 10 µM | 360,000 tested, 0.19% active | AID 602162 | K562-ABCB6 porphyrin accumulation, flow cytometry, 1 h; active compounds read low | Q9NP58;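 active means fluorescence ratio to DMSO below 75%, the collection mean minus 3 SD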;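 further: signal is porphyrin accumulated inside mitochondria; 100% equals median channel fluorescence of DMSO control wells; lower ratio means ABCB6 inhibition with less porphyrin fluorescence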
N-glyco inh = N-linked glycosylation inhibition. D54 ERlucT glycosylation luciferase reporter, 24 h; percent of 100 nM tunicamycin response. reporter increase, % at 12.5 µM. 360,000 tested, 0.23% active. AID 588692;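 active means mean luciferase reporter signal, scaled so untreated is 0 and the glycosylation-blocking control 100, at or above a set limit in every replicate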;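 further: luciferase carries N-glycosylation sites so blocking glycosylation raises the light; 0% = median of neutral control wells and 100% = median of 100 nM tunicamycin wells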
NOD2-RIPK2 inh = inhibitors of human NOD2-RIPK2 interaction. CHO BLA complementation NOD2-RIPK2, CCF4 ratio. O43353. inhibition, % at 4.98 µM. 360,000 tested, 0.38% active. AID 624267; in the data active means inhibition above about 21%;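 further: 0% = vehicle only and 100% = reference blocker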
Starred values were filed as active, the others as inactive; i = inactive; x = not tested or not shown. Only part of the results is shown; the hit share may differ from the screen's.

SMILES	TLR9-MyD88 inh	HTR2A ag	MC4R barr agon	SRC2 inh	MC4R antag cAMP	ABHD5 PLIN5 PPI	H9c2 protect	ABCB6 inh MLPCN	N-glyco inh	NOD2-RIPK2 inh
Clc1cccc(Cl)c1-c1noc(CN2CCOCC2)n1	-2	0	-2.2	-1	4	4	0	96	3	-8
O=C(O)C(Cc1ccccc1)N=C(NS(=O)(=O)c1ccccc1)c1ccccc1 (centres undefined)	-4	-2	-1.1	2	6	8	2	96	-1	0
Cc1[nH]n(-c2ccccc2)c(=O)c1/C=N\NC(=O)C1COc2ccccc2O1 (centres undefined)	3	-4	-1.9	-6	-1	-4	-12	96	1	-2
C=C(C)Cn1c(SCC(=O)N/N=C/c2c(O)ccc3ccccc23)nc2ccccc2c1=O	0	3	-3.3	-5	5	-6	69*	100	-1	-2
CCCCC(CC)C1OCC(CN2CCCC2)O1 (centres undefined)	-7	0	0.9	-18	0	2	10	97	0	-7
CC(=O)N1CCN(S(=O)(=O)c2cccc(C(=O)OCC(=O)NC(=O)c3cccn3C)c2)CC1	-10	6	-0.9	0	-6	-4	0	100	-1	-6
COc1cc(/C(C)=N/NC(=O)c2ccc(CSc3nncn3C)cc2)cc(OC)c1OC	2	4	-1.5	12	4	3	-2	95	2	-6
O=C(NCCc1csc(-c2ccccc2)n1)c1c(F)cccc1Cl	-3	-2	-2.2	-13	31*	3	4	97	-2	-10
Cn1nc(CSc2ccccc2)c(C=O)c1Cl	4	2	0.5	-36	-6	2	13	104	-3	-12
CCOc1ccc(S(=O)(=O)n2nc(C)cc2C)c2ccccc12	-3	0	0.8	-17	18	-3	0	102	0	1

Shown as a markdown table: 3 of the compounds above.
| mol | TLR9-MyD88 inh | HTR2A ag | MC4R barr agon | SRC2 inh | MC4R antag cAMP | ABHD5 PLIN5 PPI | H9c2 protect | ABCB6 inh MLPCN | N-glyco inh | NOD2-RIPK2 inh |
| --- | --- | --- | --- | --- | --- | --- | --- | --- | --- | --- |
| Clc1cccc(Cl)c1-c1noc(CN2CCOCC2)n1 | -2 | 0 | -2.2 | -1 | 4 | 4 | 0 | 96 | 3 | -8 |
| O=C(NCCc1csc(-c2ccccc2)n1)c1c(F)cccc1Cl | -3 | -2 | -2.2 | -13 | 31* | 3 | 4 | 97 | -2 | -10 |
| CC(=O)N1CCN(S(=O)(=O)c2cccc(C(=O)OCC(=O)NC(=O)c3cccn3C)c2)CC1 | -10 | 6 | -0.9 | 0 | -6 | -4 | 0 | 100 | -1 | -6 |

Next compounds follow.
SMILES	TLR9-MyD88 inh	HTR2A ag	MC4R barr agon	SRC2 inh	MC4R antag cAMP	ABHD5 PLIN5 PPI	H9c2 protect	ABCB6 inh MLPCN	N-glyco inh	NOD2-RIPK2 inh
COC(=O)c1cc(NC(=O)c2ccccc2)c(=O)oc1/C=C/Nc1ccc(Oc2ccccc2)cc1	6	-1	-2.3	6	4	8	28	i	0	-2
CC1CCC(NC(=O)c2ccc(-n3cncn3)c([N+](=O)[O-])c2)CC1 (centres undefined)	2	-4	-1.7	-35	8	6	0	101	0	-2
CN(C(=O)CSc1nc(N)cc(=O)[nH]1)C1CCCCC1	6	6	-0.2	-23	-3	-2	1	100	2	-17
COc1ccc(S(=O)(=O)N/N=C(/C)c2ccc(C)o2)cc1	-11	0	0.6	1	10	1	5	100	-2	-13
CCOC(=O)N1CCN(C(=O)C2CCCN(c3ncnc4c3sc3cccc(F)c34)C2)CC1 (centres undefined)	1	4	-1.9	-29	9	-1	-16	96	4	-3
CCN(CC(=O)Nc1ccccc1OC)C(=O)CCc1ccccc1	-5	5	-0.6	-10	-5	3	1	97	-1	-6
CC1(C)CC2CN(C(=O)Cc3ccccc3)C(C)(C2)C1 (centres undefined)	2	3	2.2	10	2	-3	3	103	1	-19
O=C(NCCc1ccccc1F)C1CC(O)CN1C(=O)Nc1ccccc1 (centres undefined)	0	-1	-2.0	-12	8	9	4	94	0	-11
CCN(CC)CCNC(=O)c1cccc(NC(=O)C(=O)c2ccccc2NC(C)=O)c1	1	0	-0.1	-18	1	-3	-3	102	-3	2
O=C(c1ccoc1)N1CCC2(CCCN(Cc3ccc(F)c(F)c3)C2)C1 (centres undefined)	-5	-9	-1.5	16	11	2	-2	99	-1	-9
Cc1cc(C(=O)COC(=O)C2CC2)c(C)n1-c1ccc(F)cc1	-3	-4	-1.8	36	-2	2	-16	95	-1	2
COc1ccc(NS(=O)(=O)c2ccc(N3CCOCC3)c(NC(=O)c3ccc(OC)cc3)c2)cc1	-10	3	-2.6	-36	6	6	1	94	0	-4
CCOc1ncccc1C(=O)OCC(=O)N(CC(C)C)C1CCS(=O)(=O)C1 (centres undefined)	4	-3	-1.3	-3	17	-1	0	93	-1	-3
COC(=O)/C=C/c1cc(F)ccc1S(=O)(=O)NC(C)(C)C	6	1	0.0	-7	12	1	2	93	2	7
Cc1cccn2c(=O)c(/C=C(\C#N)C(=O)NC3CCS(=O)(=O)C3)c(Oc3ccccc3Cl)nc12 (centres undefined)	-14	9	-1.0	-18	9	13	10	107	11	0
CCN1C(=O)[C@H]2[C@@H](c3ccc(C(F)(F)F)cc3)N[C@]3(CCCN(Cc4ccccc4)C3=O)[C@H]2C1=O	4	7	0.7	9	0	-4	2	88	0	4
CCCCNC(=O)OCCNC(=O)Oc1cccc(C)c1	2	3	1.4	-16	9	5	-6	102	-1	-1
Cn1c(CC(=O)Nc2ccccc2Cl)nnc1SCC(=O)Nc1nncs1	-1	2	-0.5	-35	-2	-5	-5	87	1	3
CCc1ccccc1NC(=O)Cn1ccn(-c2ccc(OC)cc2)c(=O)c1=O	-1	9	-1.2	-2	3	-1	4	95	0	0
O=C(O)CNS(=O)(=O)c1c(Cl)cccc1Cl	-9	3	-0.3	10	10	0	0	96	3	-6
CCOc1ccc(S(=O)(=O)N2CCN(C(=S)NC3CC3)CC2)cc1	-6	0	-0.6	-10	11	-4	-4	103	0	3
CCOC(=O)c1c(C)oc2c(CN3CCN(C)CC3)c(Br)c(OC)c(O)c12	-4	-4	-1.2	2	3	8	0	86	2	4
CC(=O)Nc1c(Cl)cc2c(c1Cl)C(=O)c1ccccc1-2	1	4	-1.2	-3	1	2	7	96	2	-5
O=C(COCc1ccccc1)N[C@@H]1c2ccccc2CC[C@H]1OCc1ccccc1	-9	-2	3.0	-1	1	-7	-4	107	-2	7
COC(=O)CN(c1ccccn1)S(=O)(=O)c1ccccc1	8	5	0.0	5	-2	0	-1	98	-1	-13
O=C(CCCCCCC(=O)NCc1ccccc1)NCc1ccccc1	-5	0	-1.3	1	0	-7	-7	100	0	-12
Cc1ccc(C(=O)NC(C)c2ccc(-n3ccnc3)cc2)cc1S(=O)(=O)N1CCOCC1 (centres undefined)	-9	-1	0.1	-10	5	-3	3	96	1	0
O=C(c1ccc(Cl)cc1)N1CCOc2ccccc21	-7	8	0.0	8	-4	4	-13	90	-1	-11
CCN1CCN(C(=S)Nc2ccc(Cl)c(Cl)c2)CC1	-6	2	-1.8	2	6	-2	3	99	1	-7
O=C(O)CCc1ccc(-c2ccc(Cl)cc2)n1CC(=O)Nc1ccccc1	-6	2	-1.2	-1	18	11	13	101	-1	4
Cc1cc(-c2ccc(C)c(S(=O)(=O)NCCC(C)N3CCCCCC3)c2)on1 (centres undefined)	-6	-3	-1.3	14	14	-1	8	92	1	4
CCCCCNC(=O)C(c1ccncc1)n1c(=O)c(-c2ccco2)nc2ccccc21 (centres undefined)	x	6	x	-5	x	58*	x	x	x	-11
Cc1ccccc1-n1c(=O)cc(N2CCN(Cc3ccccc3)CC2)[nH]c1=O	-11	8	-1.3	-10	2	8	8	102	5	-2
COc1ccc(NC(=O)CN2CCN(S(=O)(=O)c3ccc(F)cc3)CC2)cc1Cl	3	1	0.9	-5	2	3	-9	92	1	5
COc1ccccc1/C=C/C=N/NC(=O)c1cnccn1	6	0	-1.1	-46	-5	3	-3	100	-1	7
CC(=O)N1c2ccc(S(=O)(=O)N3CCCC3)cc2CC1C(=O)NCc1ccc(N(C)C)cc1 (centres undefined)	-2	3	1.5	-16	-2	2	-1	97	0	-1
O=C1C(=Cc2cccc(O)c2O)SC(=S)N1CCCN1CCOCC1	4	6	-4.8	-12	9	-25	34	101	1	1
NS(=O)(=O)c1ccc(CCNC(=O)c2cc(-c3cccs3)nc3ccccc23)cc1	0	0	-1.4	-11	4	3	26	99	-3	2
CCCSCCCNC(=O)c1ccc(C)c(NC(=O)C2=C(C)OCCS2)c1	5	-2	1.1	-23	12	9	-2	102	0	0
COc1ccc(C(CC(=O)NC(C)c2ccc(-c3ccccc3)cc2)NC(C)=O)cc1 (centres undefined)	-12	1	2.7	-1	14	-5	4	107	-1	3
CCCNC(=O)COc1coc(CN2CCN(C(=O)c3ccco3)CC2)cc1=O	1	8	-1.8	-4	-2	1	-1	99	2	-7
CCn1c(=S)sc2c(=O)n(CC(=O)Nc3cccc(OC)c3)c(C)nc21	-1	3	0.1	-2	20	4	-4	99	-1	7
O=C(NCCN1CCOCC1)c1ccc(=O)n(Cc2ccc(Cl)cc2)c1	5	2	-0.4	-31	15	-1	1	95	1	-1
CCOC(=O)Nc1oc2ccccc2c(=O)c1CN1CCOCC1	5	9	1.2	-10	6	0	49	102	-1	-7
Cc1cccc(N2CCN(C(=O)C34CC5CC(CC(C5)C3)C4)CC2)c1C	4	-5	0.8	19	-5	2	3	94	-4	1
CC(C)CCSc1nc2[nH]ncc2c(=O)[nH]1	-8	2	0.1	-2	7	-7	-1	95	2	7
CCOc1ccccc1NC(=O)C1CC(=O)n2ncnc2N1 (centres undefined)	-11	5	-1.1	-20	8	3	6	96	5	-9
C[C@@]12C(=O)Nc3ccc(Br)cc3C(=O)N1[C@H]1c3cc(Cl)ccc3OC[C@@H]1[C@@H]2c1ccccc1	-5	2	2.0	x	8	2	6	98	17	-12
COc1ccc(NS(=O)(=O)c2cc(NC(=O)C(CC(C)C)NC(N)=O)ccc2N2CCOCC2)cc1 (centres undefined)	-5	-1	-1.7	-16	10	6	16	101	-2	-2
Cc1ccc(NC(=O)C(NC2CCCC2)c2ccccc2)cc1Cl (centres undefined)	5	-4	-2.4	14	-1	-3	-22	95	0	-4

Going on with the list.
SMILES	TLR9-MyD88 inh	HTR2A ag	MC4R barr agon	SRC2 inh	MC4R antag cAMP	ABHD5 PLIN5 PPI	H9c2 protect	ABCB6 inh MLPCN	N-glyco inh	NOD2-RIPK2 inh
C[C@H](NC(=O)Nc1cccc(C(F)(F)F)c1)C(=O)O	-1	-5	0.3	-18	-1	6	2	107	-1	-8
Cc1ccc(S(=O)(=O)Nc2cc(=O)[nH]c(SCC(=O)Nc3ccccc3C(F)(F)F)n2)cc1	-1	-9	-0.1	2	1	8	4	91	2	6
COC(=O)C(C)N=Cc1ccccc1 (centres undefined)	-11	0	-0.2	9	8	4	6	89	0	-2
CCO/C=C1/C(=O)N(c2ccc(OC)cc2)C(=O)c2ccccc21	-16	2	-2.8	14	7	5	1	98	3	-7
Cc1nc(NCCc2ccccc2)c2oc3ccccc3c2n1	-4	0	-0.2	15	0	-2	-14	101	-2	8
O=C(Nc1nnc(Cc2ccc(Cl)cc2)s1)c1cccs1	-4	-1	-0.7	6	-2	3	0	100	1	8
O=S(=O)(Cc1ccccc1)Oc1ccccc1	-1	-4	0.4	-22	2	-7	0	97	-2	-5
